Screens from PubChem.
PP5 primary: inhibitors of human protein phosphatase 5 (PP5); P53041; purified PP5c, OMFP substrate fluorescence; inhibition, % at 6.7 µM; actives 0.18% (n = 320,000); AID 1987;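 active = inhibition above the campaign's mean inhibition across all tested compounds plus 3 SD, cut at about 9.5% in these data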;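 note: 0% = DMSO only and 100% = 100 µM cantharidin control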
PP1 counter: blocks human PP1-alpha phosphatase, a PP5 counter-screen; P62136; purified PP1alpha, OMFP fluorescence; inhibition, % at 6.7 µM; actives 0.9% (n = 320,000); AID 2235;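 active = inhibition above the mean inhibition of all tested compounds plus 3 SD, computed separately for each screening campaign, cut at about 15% in these data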
Target sequence (P62136 whole entry, looked up): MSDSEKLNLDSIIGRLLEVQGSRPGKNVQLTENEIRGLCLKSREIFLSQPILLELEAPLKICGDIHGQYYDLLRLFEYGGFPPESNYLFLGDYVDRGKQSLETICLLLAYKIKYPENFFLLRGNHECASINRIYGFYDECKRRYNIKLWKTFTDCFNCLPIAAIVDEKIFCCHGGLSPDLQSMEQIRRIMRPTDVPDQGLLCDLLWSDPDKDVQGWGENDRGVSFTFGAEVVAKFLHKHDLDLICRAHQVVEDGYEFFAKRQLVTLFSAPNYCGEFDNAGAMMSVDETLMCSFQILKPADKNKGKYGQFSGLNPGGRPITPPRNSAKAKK
Efflux pump inh: inhibitors of Candida antifungal efflux pumps expressed in yeast; S. cerevisiae Candida pump triplex, Nile Red efflux; inhibition, % at 10 µM; actives 0.44% (n = 330,000); AID 485275;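 active = plate passing quality check with inhibition over a set limit, or well fluorescence over plate mean plus 4 SD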;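 note: Nile Red retained in pooled yeast measured as flow cytometry median fluorescence; 0% = buffer negative control and 100% = Enniatin B positive control; higher means more Nile Red kept so more efflux inhibition; some compounds called inactive have numbers as strong as hits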
GASC-1 inh: inhibitors of human GASC-1 (JMJD2C) demethylase; Q9H3R0; GST-JMJD2C(1-420) H3K9me3 demethylation, DELFIA europium; inhibition, % at 2.35 µM; actives 0.069% (n = 330,000);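 active = more than half of a compound's replicate wells show inhibition beyond 50%, single wells judged on their own value; inconclusive = some, but no more than half, of replicates pass 50% inhibition; inactive = no replicate passes 50% inhibition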;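 note: signal counts dimethyl H3K9 product captured on neutravidin plate; 0% = median of DMSO wells and 100% = 0.3 times that DMSO median; strong numbers were not always called active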
procasp7 counter: activates human procaspase-7, counter-screen for procaspase-3 activators; recombinant procaspase-7, Ac-DEVD-pNA absorbance 405 nm; D23A/D198A/D206A triple mutant, cannot self-cleave; scale: DMSO 0, 5 µM enzyme 100; P55210; actives 0.093% (n = 330,000); activation, % at 8.5 µM; AID 463210;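 active = percent activation above the screen-wide mean plus 3 SD, cut at about 25% in these data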
Target sequence (P55210 whole entry D23A/D198A/D206A): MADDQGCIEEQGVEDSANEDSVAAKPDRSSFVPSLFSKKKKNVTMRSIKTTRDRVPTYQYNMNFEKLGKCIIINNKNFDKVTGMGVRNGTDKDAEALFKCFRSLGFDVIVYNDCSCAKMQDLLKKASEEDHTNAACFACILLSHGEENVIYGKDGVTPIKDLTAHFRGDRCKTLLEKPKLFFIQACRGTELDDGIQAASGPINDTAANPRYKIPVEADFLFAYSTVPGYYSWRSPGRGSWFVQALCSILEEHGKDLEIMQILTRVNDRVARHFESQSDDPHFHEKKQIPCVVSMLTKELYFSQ
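System: Procaspase-7 triple mutant (PC-7 D3A); measure: % activation from two-timepoint absorbance difference, scaled to controls; times: 1 h compound preincubation, 2 h substrate cleavage, 25 °C; also added: Ac-DEVD-pNA substrate, 400 µM as added; measured by: Epi-absorbance of released pNA at 405 nm, two timepoints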
TPT1 inhibitor: C. albicans TPT1 enzyme inhibition | inhibition, % at 5 µM | recombinant caTPT1, FP RNA substrate dephosphorylation | actives 0.81% (n = 300,000) | AID 1962;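 active = inhibition above the mean of all tested compounds plus 3 SD, set per screening campaign, cut at about 24% in these data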;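 note: plate controls were DMSO alone for no effect and ferristatin control at 100 nM for full effect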
proCasp3 act: activators of human procaspase-3 | actives 0.11% (n = 330,000) | P42574 | activation, % at 8.5 µM | recombinant procaspase-3 D3A, Ac-DEVD-pNA absorbance 405 nm | AID 463141;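 active = activation above the mean of all tested compounds plus 3 SD, cut at about 21% in these data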;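 note: 0% = DMSO alone and 100% = DMSO wells spiked with extra 5 µM PC-3 D3A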
Target sequence (P42574 whole entry D9A/D28A/D175A): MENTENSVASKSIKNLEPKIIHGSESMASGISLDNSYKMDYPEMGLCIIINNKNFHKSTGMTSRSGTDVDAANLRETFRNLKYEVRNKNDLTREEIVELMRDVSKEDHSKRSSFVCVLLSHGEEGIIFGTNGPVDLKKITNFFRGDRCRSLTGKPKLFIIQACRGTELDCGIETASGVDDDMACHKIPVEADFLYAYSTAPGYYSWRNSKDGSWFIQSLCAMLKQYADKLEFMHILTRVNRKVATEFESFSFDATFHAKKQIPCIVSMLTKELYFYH
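material = Procaspase-3 D3A mutant | probe or stimulus = Ac-DEVD-pNA | compound = single dose, 8.5 µM nominal compound, 0.8% DMSO | timing = 1 h preincubation, 2 h reaction | measured by = 405 nm absorbance of p-nitroaniline, reads at 0 and 120 min | benchmarks = DMSO-only low control, 5 µM PC-3 D3A high control | repeats = singlicate, each compound tested once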
HCV core dimer: blocks dimerization of HCV core protein; TR-FRET GST/Flag-core106 dimerization, 1536-well; inhibition, % at 5 µM; actives 0.33% (n = 300,000);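 active = inhibition above the mean of all tested compounds plus 3 SD, set per screening campaign, cut at about 45% in these data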
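Material: Tagged HCV core106 pair (GST and Flag) | Amount: GST-core106 13.5 nM, Flag-core106 17 nM | Medium: KF-containing HEPES buffer, pH 7.45, DTT, CHAPS, BSA | Reagent: Eu donor and XL665 acceptor anti-tag antibodies | Schedule: 4 h at 22.5 °C | Technique: Time-resolved FRET, ex 340 nm, em 617 and 671 nm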
CTSL1 counter: blocks F. hepatica cathepsin L1 in PFM18AAP counter-screen. recombinant F. hepatica cathepsin L1, Z-Leu-Arg-MCA fluorescence. actives 0.49% (n = 300,000). inhibition, % at 5.96 µM;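 active = inhibition above the mean of all tested compounds plus 3 SD, set per screening campaign, cut at about 17% in these data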;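 note: 0% = plate median of test compound wells and 100% = 1 µM Z-Phe-Ala-diazomethylketone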
* hit, by the source's call; ? = inconclusive; · = not tested or not shown. Not a hit list. About 2.9% of those tested had a hit in this group.

(1) O=C(Oc1cccc(NC(=O)c2ccco2)c1)c1cccc(S(=O)(=O)N2CCCC2)c1
(2) COc1ccc(Nc2ncnc3nc[nH]c23)cc1OC
(3) CCOC(=O)c1c(NC(=O)CSc2nncs2)sc(C)c1C
(4) COc1ccccc1NS(=O)(=O)c1ccc(Cl)cc1
(5) CC(C)(C)c1ccc(-c2n[nH]c(=S)n2-c2ccccc2)cc1
(6) CCCCOc1cccc(C(=O)N(Cc2cccs2)C2CCS(=O)(=O)C2)c1 (stereo unspecified)
(7) CCCCCN(C(=O)CCC(=O)OCC(=O)N1CCCCC1)c1c(N)n(CCCC)c(=O)[nH]c1=O
(8) COc1cc(CC(=O)OCC(=O)Nc2ccc3c(c2)OCO3)cc(OC)c1OC
(9) COc1cc2[nH]c(=S)n(CC3CCCO3)c(=O)c2cc1OC (stereo unspecified)
(10) Fc1ccc(Br)cc1C1C=C(c2ccc(Br)cc2)Nc2ncnn21 (stereo unspecified)

Compound,1,2,3,4,5,6,7,8,9,10
PP5 primary,0.2,3.4,0.6,1.6,1.6,0.6,-0.9,-0.9,2.9,-0.7
PP1 counter,-5,-3,0,-1,-4,-2,-1,-8,4,4
Efflux pump inh,0.1,0.6,0.0,-0.1,0.0,-0.3,0.7,0.0,-0.1,0.2
GASC-1 inh,52*,-6,4,24,-14,12,9,1,-2,?
procasp7 counter,5,-6,4,7,-33,10,0,3,4,1
TPT1 inhibitor,1,0,2,2,1,1,-2,-1,-4,-10
proCasp3 act,2,6,-4,12,-20,5,1,1,2,7
HCV core dimer,12,-1,-1,3,9,5,-1,-1,-2,10
CTSL1 counter,-15,-4,-2,4,3,1,3,-3,1,4

Down the list, quoted from above:
Nos. 3 to 9 in Efflux pump inh: 0.0, -0.1, 0.0, -0.3, 0.7, 0.0, -0.1
Nos. 3 to 9 in GASC-1 inh: 4, 24, -14, 12, 9, 1, -2
Nos. 3 to 9 in HCV core dimer: -1, 3, 9, 5, -1, -1, -2

Next section
(11) CC1(O)CC(=O)N(c2ccccc2)O1 (stereo unspecified)
(12) CC1CCN(C(=O)CN2C(=O)NC(c3ccccc3)(c3ccccc3)C2=O)CC1
(13) O=C(CC(c1ccccc1)c1cc(Br)ccc1O)NCCCN1CCOCC1 (stereo unspecified)
(14) O=C(Nc1cccc(O)c1)c1cccc(NC(=O)c2cccs2)c1
(15) COc1cccc([C@@H]2Oc3ccc(OC)cc3C(=O)[C@H]2OC(=O)Nc2cc(OC)c(OC)c(OC)c2)c1
(16) O=S(=O)(c1ccccc1)N1CC=C(c2ccccc2)CC1
(17) CCN1C(=O)[C@H]2[C@@H](c3ccc(-c4ccc(Cl)c(Cl)c4)c(OC)c3)N[C@@](Cc3ccccc3)(C(=O)OC)[C@H]2C1=O
(18) O=C(CSc1nc(Nc2ccccc2)nc(N2CCOCC2)n1)Nc1ccc(Br)cc1F
(19) COc1ccc(N2C3=C(C(=O)CC(C)(C)C3)C(c3ccccc3OC)C3=C2CC(C)(C)CC3=O)cc1
(20) COc1ccc(/C=C(/C#N)S(=O)(=O)c2ccc(C)cc2)cc1

Compound,11,12,13,14,15,16,17,18,19,20
PP5 primary,1.7,1.5,0.8,-0.8,6.9,1.3,3.4,0.0,3.3,2.3
PP1 counter,-2,-2,1,1,4,2,0,0,2,-1
Efflux pump inh,0.0,-0.2,-0.1,-0.2,0.1,-0.1,0.3,-0.1,0.3,0.0
GASC-1 inh,2,·,4,4,·,2,30,-4,6,-4
procasp7 counter,2,4,-6,1,-24,2,-2,11,-3,-2
TPT1 inhibitor,-3,·,1,-5,-1,-6,-3,-1,0,0
proCasp3 act,5,5,9,2,1,3,2,2,-4,3
HCV core dimer,-2,·,-2,-2,1,5,2,-1,11,-2
CTSL1 counter,-3,·,0,-2,3,6,2,3,3,-1

(21) N#Cc1ccc(-c2c(-c3ccccc3)ncc3cc(F)ccc23)cc1
(22) COC(=O)c1ccc2c(=O)n(CCCCCC(=O)NCCNC(C)=O)c(=O)[nH]c2c1
(23) CC(=O)Nc1ccc(S(=O)(=O)NCC(=O)OCC(=O)Nc2sccc2C(N)=O)cc1
(24) C=CCn1c(Cc2c(C)[nH]c3ccccc23)nnc1SCC(=O)NCc1ccc(F)cc1
(25) CN(CC(=O)NCc1ccccc1)S(=O)(=O)c1ccc2c(c1)CCC(=O)N2
(26) Cc1c(NC(=O)/C=C/C(=O)O)cccc1[N+](=O)[O-]
(27) CCOc1ccc(N2CC(C(=O)NCCC3=CCCCC3)CC2=O)cc1 (stereo unspecified)
(28) CCOC(=O)Cc1nnc(Nc2cccc(C)c2)c2ccccc12
(29) Fc1ccc2c(Cl)c(-c3nnc(-c4cccs4)o3)sc2c1
(30) Cc1ccccc1C(=O)c1cccn1CC(=O)NCc1ccc(Cl)cc1

Compound,21,22,23,24,25,26,27,28,29,30
PP5 primary,2.6,0.3,0.4,2.4,-1.6,-2.0,1.9,1.6,2.4,3.1
PP1 counter,2,-4,0,2,-5,-6,1,-1,-4,-1
Efflux pump inh,0.1,0.2,0.3,-0.1,0.0,0.3,-0.1,-0.3,-0.2,-0.2
GASC-1 inh,1,5,-26,-4,5,-2,-2,-32,-8,10
procasp7 counter,9,7,-9,10,5,-31,-4,-12,7,7
TPT1 inhibitor,·,3,·,-1,2,-2,-1,-1,0,1
proCasp3 act,4,4,-3,3,1,-22,4,1,-7,5
HCV core dimer,·,0,·,8,-6,2,-9,-1,-4,3
CTSL1 counter,·,0,·,0,4,1,0,6,0,-2

(31) Cc1ccc(OCC(O)Cn2c(N3CCCCC3)nc3c2c(=O)[nH]c(=O)n3C)cc1 (stereo unspecified)
(32) FC(F)(F)c1ccc(Cl)c(NC2=NCCCCC2)c1
(33) Cc1ccc(COc2ccc(/C=N/O)cc2)cc1
(34) Cc1cc(-c2n[nH]c(=S)n2Cc2ccco2)nn1C
(35) N#Cc1ccc(N2CCN(C(=O)c3cccc(F)c3)CC2)c(F)c1
(36) Cc1ccc(N2CC(C(=O)Nc3c4c(nn3C(C)(C)C)CS(=O)(=O)C4)CC2=O)cc1C (stereo unspecified)
(37) CCCCCNCC(=O)Nc1cc(C(F)(F)F)ccc1OCCOC
(38) C/C(CC(=O)Nc1ccccn1)=N\NC(=O)C(=O)Nc1cccc(C)c1
(39) CCCn1c(=O)c2c(nc3n2CCCN3Cc2ccccc2)n(C)c1=O
(40) COc1ccc(CCNC(=O)CCC(=O)N2CCN(S(=O)(=O)c3ccc(Cl)cc3)CC2)cc1OC

Compound,31,32,33,34,35,36,37,38,39,40
PP5 primary,1.0,-0.3,4.1,-6.9,2.0,1.8,4.3,2.2,-0.7,-1.3
PP1 counter,0,0,-3,-6,-2,0,5,2,-1,2
Efflux pump inh,-0.1,-0.4,0.1,0.1,0.0,0.3,0.2,-0.1,-0.1,-0.1
GASC-1 inh,13,-13,0,-2,5,-8,2,-9,5,15
procasp7 counter,11,2,6,-6,5,2,-1,-11,-8,7
TPT1 inhibitor,-1,-4,1,-3,1,0,1,-3,0,-1
proCasp3 act,0,9,6,-14,0,-4,0,0,6,-2
HCV core dimer,-2,-1,0,-8,-10,-12,-9,0,9,-14
CTSL1 counter,-2,-4,-1,-5,-3,-3,1,-1,4,-2

Among those listed so far, these have a cyano group.
(20) COc1ccc(/C=C(/C#N)S(=O)(=O)c2ccc(C)cc2)cc1
(21) N#Cc1ccc(-c2c(-c3ccccc3)ncc3cc(F)ccc23)cc1
(35) N#Cc1ccc(N2CCN(C(=O)c3cccc(F)c3)CC2)c(F)c1

Compound,20,21,35
PP5 primary,2.3,2.6,2.0
PP1 counter,-1,2,-2
Efflux pump inh,0.0,0.1,0.0
GASC-1 inh,-4,1,5
procasp7 counter,-2,9,5
TPT1 inhibitor,0,·,1
proCasp3 act,3,4,0
HCV core dimer,-2,·,-10
CTSL1 counter,-1,·,-3

Next structures
(41) COC(=O)c1sccc1NC(=O)Cn1nnc(-c2ccc(C)cc2)n1
(42) O=C(CSc1nnc(-c2ccc(Br)cc2)o1)Nc1cccc(C(=O)O)c1
(43) CC(C)OC(=O)CSc1nnc2c3ccccc3n(C)c2n1
(44) COC(=O)c1c(C)n(-c2ccc(OC)cc2)c2ccc(O)cc12
(45) CC(C)CC(C)NNC(=O)c1cc2ccccc2[nH]1 (stereo unspecified)

Compound,41,42,43,44,45
PP5 primary,1.5,1.9,-6.6,4.9,2.9
PP1 counter,7,-1,10,3,-2
Efflux pump inh,0.3,-0.1,-0.1,0.0,0.2
GASC-1 inh,·,7,7,2,9
procasp7 counter,-8,-7,-5,7,0
TPT1 inhibitor,1,3,-2,-2,-3
proCasp3 act,4,8,-6,4,10
HCV core dimer,4,13,-11,8,2
CTSL1 counter,2,-2,8,-2,-4

Filtered by structure: the compounds so far with a tert-butyl group
(5) CC(C)(C)c1ccc(-c2n[nH]c(=S)n2-c2ccccc2)cc1
(36) Cc1ccc(N2CC(C(=O)Nc3c4c(nn3C(C)(C)C)CS(=O)(=O)C4)CC2=O)cc1C (stereo unspecified)

Compound,5,36
PP5 primary,1.6,1.8
PP1 counter,-4,0
Efflux pump inh,0.0,0.3
GASC-1 inh,-14,-8
procasp7 counter,-33,2
TPT1 inhibitor,1,0
proCasp3 act,-20,-4
HCV core dimer,9,-12
CTSL1 counter,3,-3

Three of the entries above in order of their number in GASC-1 inh, descending.
#	smiles	GASC-1 inh
45	CC(C)CC(C)NNC(=O)c1cc2ccccc2[nH]1 (stereo unspecified)	9
43	CC(C)OC(=O)CSc1nnc2c3ccccc3n(C)c2n1	7
44	COC(=O)c1c(C)n(-c2ccc(OC)cc2)c2ccc(O)cc12	2
